S1P3 antagonist: S1P3 receptor antagonists, primary screen, cell-based. Sphingosine 1-phosphate receptor 3 (Homo sapiens), Q99500. CHO S1P3 NFAT-BLA reporter, FRET fluorescence, antagonist mode. inhibition, % at 4.98 µM. actives 0.27% (n = 170,000);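 active = inhibition above the plate cutoff, the mean inhibition of test wells on that plate plus 3 SD, cut at about 28% in these data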;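 also: cells challenged with S1P at its EC80 of 0.8 µM; blue over green emission ratio from cleaved BLA substrate after 4 h stimulation; 0% = S1P-stimulated wells and 100% = unstimulated DMSO-only wells; some compounds past the cut are filed as inactive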
SRC2 TRFRET art: TR-FRET signal artefacts, primary screen, artefact control for PPARgamma SRC-2 agonist project, biochemical | TR-FRET artefact counter-screen; hits give high values | TR-FRET ratio at 8 µM | actives 0.4% (n = 200,000); in the data active = TR-FRET ratio above about 2000; also: inactives centre near 1500
STAT1 blocker: STAT1 signaling inhibitors, primary screen, cell-based, HTS, luciferase reporter; AID 920, 2007; actives 0.35% (n = 200,000); inhibition, % at 5.5 µM; NIH 3T3 STAT1-luciferase reporter, IFN-gamma, luminescence;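 active = inhibition above a set limit, the mean inhibition across all tested compounds plus 3 SD, cut at about 34% in these data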;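 also: 0% = IFN-gamma with DMSO and 100% = IFN-gamma with 300 µM nifuroxazide; values of inactives mirror those of a sister screen read the other way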
STAT3 activator: IL-6 driven STAT3 reporter potentiators, primary screen, U3A cells, luciferase, luminescence, MLSCN library. IL-6 STAT3-luciferase reporter; 100% = signal with IL-6 EC80 alone. activation (% of control), % at 5.6 µM. actives 0.91% (n = 190,000). AID 871, 2007;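 active = activation above the screen-wide mean of compound activation plus 3 SD, cut at about 130% in these data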;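 also: 0% = background luminescence of wells with medium and substrate only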
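system = STAT3-luciferase reporter U3A cells | reagent = IL-6 stimulus at 33 ng/mL final | timing = 1 h compound pre-exposure, 6 h IL-6 stimulation, 37 °C | measured by = luminescence | evaluation = % activation versus median of IL-6-stimulated wells | control set = IL-6-only wells as 100% reference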
ROMK mod: ROMK potassium channel modulators, primary screen, cell-based, thallium flux, MLSMR library; ATP-sensitive inward rectifier potassium channel 1 (Homo sapiens), P48048; Tet-inducible ROMK, thallium flux fluorescence; actives lie on both sides; B-score at 10 µM; actives 2% (n = 130,000);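 active = signal ratio slope over the read window, or its plate-corrected B-score, at least 3 SD from the plate mean, either direction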;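 also: B-score of the F/F0 ratio slope over 7 to 12 s after thallium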
PPARg SRC3 recr: PPARgamma agonists recruiting SRC-3 coactivator, primary screen, biochemical | activation, % at 8 µM | AID 731, 2007 | actives 0.26% (n = 200,000) | biochemical PPARgamma/SRC-3 coactivator recruitment assay; in the data active = activation above about 23%;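 also: 0% = DMSO and 100% = reference agonist; some compounds past the cut are filed as inactive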
STAT3 blocker: IL-6 driven STAT3 reporter inhibitors, primary screen, U3A cells, luciferase, luminescence, MLSCN library | actives 0.89% (n = 190,000) | IL-6 STAT3-luciferase reporter; host cell line lacks STAT1 | inhibition, % at 5.5 µM | AID 862, 2007;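 active = inhibition above the mean inhibition across all screened compounds plus 3 SD, cut at about 44% in these data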;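 also: 0% = DMSO only wells and 100% = 100 µM nifuroxazide control wells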
RAM inhibit: inhibitors of the yeast RAM network, primary screen, dse1pr::URA3 reporter, 5-FOA selection | S. cerevisiae dse1pr::URA3 reporter, 5-FOA growth OD615, 2 d; analog-sensitive cbk1-as2 kinase mutant strain | inhibition, % at 50 µM | actives 1.8% (n = 190,000) | AID 868, 2007;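 active = inhibition above a set limit, 3 SD over mean compound inhibition, cut at about 8.4% in these data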;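 also: 0% = DMSO-only wells with no growth and 100% = 10 µM 1-NA-PP1 full growth; inhibition rescues growth on 5-FOA so higher OD means more RAM inhibition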
PPARg SRC1 recr: PPARgamma agonists recruiting SRC-1 coactivator, primary screen, biochemical. Peroxisome proliferator-activated receptor gamma (Homo sapiens), P37231. PPARgamma-SRC-1 coactivator recruitment biochemical assay. activation, % at 8 µM. actives 0.41% (n = 200,000); in the data active = activation above about 19%;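 also: 0% = DMSO and 100% = reference agonist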
TLR4-MyD88 BLA: inhibitors of TLR4-MyD88 association in cells, primary screen, cell-based, HeLa CL3-4, BLA complementation, FRET ratio | HeLa CL3-4 TLR4/MyD88 BLA complementation | inhibition, % at 8.4 µM | actives 0.18% (n = 200,000) | AID 861, 2007; in the data active = inhibition above about 25%;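 also: 0% = vehicle and 100% = reference inhibitor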
Target sequence (O00206 whole entry, looked up): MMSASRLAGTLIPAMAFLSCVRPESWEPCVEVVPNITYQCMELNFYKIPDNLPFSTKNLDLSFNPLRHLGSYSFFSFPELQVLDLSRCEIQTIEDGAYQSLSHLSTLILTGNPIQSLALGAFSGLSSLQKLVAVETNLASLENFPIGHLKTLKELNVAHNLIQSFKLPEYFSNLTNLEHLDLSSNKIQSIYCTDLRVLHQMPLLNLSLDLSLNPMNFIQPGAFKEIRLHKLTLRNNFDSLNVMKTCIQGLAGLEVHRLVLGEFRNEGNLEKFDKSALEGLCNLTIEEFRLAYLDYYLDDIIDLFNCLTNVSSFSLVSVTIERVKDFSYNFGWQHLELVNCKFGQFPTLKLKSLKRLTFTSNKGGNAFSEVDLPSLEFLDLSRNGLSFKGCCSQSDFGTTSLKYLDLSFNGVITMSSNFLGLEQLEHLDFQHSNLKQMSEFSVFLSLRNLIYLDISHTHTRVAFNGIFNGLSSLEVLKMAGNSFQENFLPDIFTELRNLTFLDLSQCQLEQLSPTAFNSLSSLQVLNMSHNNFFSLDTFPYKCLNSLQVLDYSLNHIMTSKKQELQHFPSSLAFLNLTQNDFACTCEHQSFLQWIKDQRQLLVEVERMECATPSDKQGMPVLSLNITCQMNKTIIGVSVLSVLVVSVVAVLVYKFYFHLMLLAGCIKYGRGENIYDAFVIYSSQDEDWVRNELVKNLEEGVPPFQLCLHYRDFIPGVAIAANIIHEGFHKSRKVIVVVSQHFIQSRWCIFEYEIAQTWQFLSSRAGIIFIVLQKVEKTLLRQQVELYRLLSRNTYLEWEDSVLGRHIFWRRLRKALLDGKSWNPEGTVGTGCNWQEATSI
Target sequence (Q99836 whole entry, looked up): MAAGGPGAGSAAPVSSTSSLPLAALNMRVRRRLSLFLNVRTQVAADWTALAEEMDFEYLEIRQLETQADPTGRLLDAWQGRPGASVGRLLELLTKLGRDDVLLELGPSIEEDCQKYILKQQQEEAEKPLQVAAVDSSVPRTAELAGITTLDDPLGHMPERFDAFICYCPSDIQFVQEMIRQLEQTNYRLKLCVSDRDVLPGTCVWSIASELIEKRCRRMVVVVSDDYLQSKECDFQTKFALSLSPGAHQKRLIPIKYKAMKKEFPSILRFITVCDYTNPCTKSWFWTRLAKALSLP
PPARg SRC-2 ag: agonists of PPARg-SRC-2 recruitment, primary screen, biochemical, HTS | PPARgamma LBD-SRC-2 recruitment | activation, % at 8 µM | actives 0.34% (n = 200,000) | AID 1032, 2008; in the data active = activation above about 22%;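 also: 0% = vehicle and 100% = reference agonist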
Numbers without * were called inactive; · = no result given.

SMILES	S1P3 antagonist	SRC2 TRFRET art	STAT1 blocker	STAT3 activator	ROMK mod	PPARg SRC3 recr	STAT3 blocker	RAM inhibit	PPARg SRC1 recr	TLR4-MyD88 BLA	PPARg SRC-2 ag
COc1cc([N+](=O)[O-])ccc1NC(=O)CCCOc1cccc(C)c1C	·	1532	6	105	·	0	4	4.9	-8	14	3
CC1CN(S(=O)(=O)c2ccc(C(=O)Nc3nnc(-c4ccccn4)o3)cc2)CC(C)O1 (configuration not stated)	-17	1762	-1	101	-0.72	1	9	2.5	3	-11	1
O=C(CCCCCn1c(=S)[nH]c2cc3c(cc2c1=O)OCO3)N1CCN(C(=O)c2ccco2)CC1	·	1629	6	92	·	26*	11	2.0	13	16	32*
CCOC(=O)C1=C(C)N(C)C(C)=C(C(=O)OCC)C1c1ccccn1	-3	1429	3	94	·	-6	14	-0.2	-2	0	-3
CCn1c(Cc2c(C)[nH]c3ccccc23)nnc1SCC(=O)NCc1ccccc1	·	1661	12	101	·	3	3	1.9	10	-7	10
CC(C)C(NCc1c(Cl)cccc1Cl)C(=O)O (configuration not stated)	·	1561	-3	102	0.074	-6	0	1.2	4	-3	0
O=C(Cn1c(S(=O)(=O)Cc2ccccc2)nc2ccccc21)N1CCCCC1	-14	1559	-2	97	·	-1	12	-0.1	7	0	1
CCCSc1nnc2n(-c3ccccc3OC)c(=O)c3c4c(sc3n12)CCC4	·	1542	8	92	-0.59	3	12	1.5	-3	-18	17
CO/N=C/C(C#N)=C/c1ccc(OC)cc1	-1	1490	-14	88	0.66	-2	17	0.5	0	14	8
CC(C)CNC(=O)C(=O)N/N=C/c1cccs1	·	1502	-15	108	0.72	1	-2	1.4	0	2	4
COc1ccc(C(=O)N2CCOCC2)cc1Br	21	1802	-7	101	·	4	3	-0.2	0	3	2
CCN(CC)S(=O)(=O)c1ccc2c(c1)c(=O)c(C(=O)NCCN(C)CCc1ccccc1)cn2C	-6	1665	-11	109	0.5	3	-6	-0.9	-4	7	1
O=C(NCC1COc2ccccc2O1)C1CCN(S(=O)(=O)c2cccc3nsnc23)CC1 (configuration not stated)	-5	1786	-3	96	·	10	9	3.6	10	-3	13
Cc1ccccc1C(=O)c1c[nH]c(C(=O)N=CN(C)C)c1	-4	1521	5	102	0.22	2	4	4.6	-11	4	-2
CC1CN(CC(=O)NN=C(c2ccccc2)c2ccccc2)CC(C)O1 (configuration not stated)	-4	1577	5	101	0.59	4	10	0.5	18	-13	5
CCCCn1c(Oc2ccc(C(=O)OC)cc2)nc2c1c(=O)n(C)c(=O)n2C	27	1525	-1	97	-3.7*	-2	10	0.5	12	-11	8
COc1ccc(S(=O)(=O)n2nc(OC(=O)C3CCCCC3)cc2N)cc1	-32	1435	8	90	-0.086	-12	15	3.5	-2	1	-7
CCCCOc1ccc(C(=O)N/C(=C/c2cccc([N+](=O)[O-])c2)C(=O)O)cc1	-4	1651	-5	94	0.19	4	12	5.2	0	-7	9
Cc1nn(-c2ccccc2)c(Cl)c1C(=O)NC1CCCCC1	4	1350	-2	95	0.79	-4	8	2.5	-5	-3	-3
CC(C)CC(c1nnnn1CC1CCCO1)N1CCN(C2CCCC2)CC1 (configuration not stated)	-26	1476	-2	97	·	-1	9	1.9	2	19	-3
Cc1sc(=NC(=O)c2ccco2)n(C)c1-c1ccc(Cl)cc1	·	1498	-19	95	-0.32	-2	12	2.5	-6	-10	9
Cn1c(N)c(Sc2ccc(F)cc2)c(=O)n(C)c1=O	1	1632	-4	95	0.94	-2	8	-0.7	-2	-14	1
O=C(NCCCO)c1ccc2nc(-c3ccco3)c(-c3ccco3)nc2c1	0	1876	-5	107	-0.35	5	-7	2.7	10	-6	9
C/C(CCC(C)C)=N\NC(=S)Nc1cc(S(=O)(=O)N2CCOCC2)ccc1N1CCOCC1	-17	1482	-2	110	-2.1	-2	-8	2.0	-1	-11	-2
Cc1ccc(C)c(OCCOCCN2CC(C)OC(C)C2)c1C (configuration not stated)	·	1647	0	104	-0.11	11	3	-0.1	0	12	8
Cc1ccc(OCC(=O)N2CCCc3ccccc32)cc1	·	1426	-10	95	·	-6	9	-0.5	6	-4	4
Cc1ccc2cc(CCNC(=O)C(=O)c3c[nH]c4ccccc34)c(=O)[nH]c2c1	-6	1565	0	91	0.97	4	18	3.7	7	-10	3
COCc1nnc(NC(=O)CCCCCN2C(=O)c3ccccc3C2=O)s1	5	1388	10	93	·	-3	12	6.7	-12	17	-2
CCN(CC)c1ccc(/C=N/Nc2nc3ccccc3[nH]2)cc1	11	1707	-81	125	0.31	9	-26	0.4	17	-4	5
O=C(O)C1C2CCC(O2)C1C(=O)Nc1cccc(F)c1 (configuration not stated)	-22	1535	6	99	·	0	3	0.3	-3	-7	-10
Cc1cc(C(=O)NCC(=O)OC(C(=O)Nc2cc(C(F)(F)F)ccc2Cl)c2ccccc2)ccc1[N+](=O)[O-] (configuration not stated)	·	1589	3	93	-0.58	3	6	7.2	-2	15	9
CCOC(=O)Cc1csc(NC(=O)c2ccc(Br)s2)n1	10	1544	7	78	·	-8	28	-1.9	1	2	-2
COc1cc(Cl)cc(C#N)c1OCC(=O)O	26	1428	1	101	0.19	-5	1	1.6	0	-2	2
CCCC(=O)OCC(=O)Nc1ccc2c(c1)OCO2	-3	1445	-4	101	-0.25	3	7	0.6	7	-9	-3
O=C(NC1CCCC1)C1C2C=CC(C2)C1C(=O)N1CCOCC1 (configuration not stated)	-3	1727	3	99	·	-6	8	0.8	3	-9	8
COCCNC(=O)CCCn1c(=O)c2cc(OC)c(OC)cc2n(CC(=O)c2ccc(Cl)cc2)c1=O	-25	1530	-2	106	-0.56	2	6	4.8	-2	-4	0
Nc1ccc(Sc2nnnn2-c2ccccc2)c(Cl)c1	-20	1604	1	104	·	-4	-2	4.8	-1	-5	0
COc1cc(S(=O)(=O)NC2CCCC2)c(OC)cc1Cl	·	1542	2	100	0.71	-14	7	0.1	-7	0	3
O=c1/c(=C/c2ccc(O)cc2)sc2n1CCCN=2	·	1374	-44	113	·	3	-15	1.8	0	-1	-6
COc1ccccc1N1CCN(C(=O)c2ccc3nc(-c4ccco4)c(-c4ccco4)nc3c2)CC1	35	1347	3	104	-1	-5	-2	2.1	15	6	1
CCC(=O)N1CCN(c2ccc(Cl)cc2NC(=O)c2ccc(Br)o2)CC1	27	1408	-2	106	0.23	-5	-6	·	-4	-14	2
COc1cc(NC(=S)NC2CC(C)(C)NC(C)(C)C2)cc(OC)c1	4	1446	-4	105	-0.07	-3	-4	1.0	1	1	-3
Cc1onc(-c2ccccc2Cl)c1C(=O)NC(=S)NCc1cccnc1	-3	1756	3	104	·	2	0	2.0	-2	8	2
COc1cc(O)c2c(c1)OC(c1ccc(O)cc1)CC2=O (configuration not stated)	-23	1515	-7	·	·	0	·	5.1	10	-11	5
CCOC(=O)c1cccc(NC(=O)CCn2nnc3ccccc32)c1	3	1585	0	92	·	5	12	0.9	3	-3	10
C=CCN1C(C(=O)c2ccccc2)=C(OC(=O)COc2ccccc2)c2ccccc2S1(=O)=O	-12	1479	3	102	-0.27	5	-4	5.7	0	-2	5
O=C(O)CS(=O)(=O)CC(=O)NCc1cccc(C(F)(F)F)c1	5	1727	-9	103	-0.64	6	4	1.5	5	4	6
COc1ccc(CNC(=O)C(c2cccs2)N(C(=O)c2csnn2)C2CC2)cc1 (configuration not stated)	-26	1819	6	101	-1.4	1	2	1.7	5	-1	0
N/C(=N\OC(=O)c1ccc(Cl)cc1Cl)c1ccc(Cl)cc1	·	1762	-31	72	·	3	43	0.7	4	9	10
COC(=O)c1c(N)sc(Cc2ccccc2)c1C	5	1554	0	102	·	4	1	0.8	-2	12	1
Cc1ccc(CN(Cc2ccc(C)o2)C(=S)NCC(=O)O)cc1	-5	1522	9	100	·	3	-4	-0.4	0	12	5
Cc1c(NC(=O)CSc2nnc(-c3ccncc3)o2)c(=O)n(-c2ccccc2)n1C	-10	1613	0	100	·	3	2	0.6	3	5	-3
CC(C)/C(=N\NC(=O)Nc1ccccc1)c1ccccc1	·	1673	-7	97	·	5	6	-0.3	5	0	12
Nn1c(SCC(=O)NCc2ccccc2)nnc1C1CC1	-23	1538	4	97	0.86	1	12	1.9	2	2	2
Cc1cc(C)n(-c2cc(N3CCN(S(=O)(=O)c4ccc5ccccc5c4)CC3)ccc2[N+](=O)[O-])n1	·	1873	-5	97	·	3	15	7.3	-3	8	9
CCCCNC(=O)CN(c1ccc(Cl)c(Cl)c1)S(C)(=O)=O	-1	1475	4	105	-0.1	0	-1	0.1	-1	-6	-2
Cc1nn2c(NCC(C)C)c3c(nc2c1-c1ccccc1)CCC3	·	1477	4	88	·	-2	17	1.2	-4	2	1
CS(=O)(=O)Nc1ccccc1C(=O)c1ccccc1	14	1598	6	98	·	17	5	0.6	6	-4	8
OC(C#CCN1CCOCC1)c1cccs1 (configuration not stated)	·	1400	-1	97	·	2	11	-0.4	0	10	-4
CC(C)(C)C(=O)NC(=S)Nc1cc(C(F)(F)F)ccc1N1CCOCC1	·	1582	17	93	-1.8	2	6	5.1	-3	-10	5
CCOC(=O)N1CCN(C(=O)/C=C/c2c(C)nn(-c3ccc(F)cc3)c2Cl)CC1	-5	1663	62*	89	·	3	15	1.1	1	-2	4
COc1ccnc(Oc2ccc(F)cc2)c1C(=O)N/C=N/OCc1ccc(Cl)cc1Cl	·	1546	0	105	·	2	-1	5.9	-4	-9	2

Filtered by structure: the entries above with a cyano group
SMILES	S1P3 antagonist	SRC2 TRFRET art	STAT1 blocker	STAT3 activator	ROMK mod	PPARg SRC3 recr	STAT3 blocker	RAM inhibit	PPARg SRC1 recr	TLR4-MyD88 BLA	PPARg SRC-2 ag
CO/N=C/C(C#N)=C/c1ccc(OC)cc1	-1	1490	-14	88	0.66	-2	17	0.5	0	14	8
COc1cc(Cl)cc(C#N)c1OCC(=O)O	26	1428	1	101	0.19	-5	1	1.6	0	-2	2

Screening data deposited in PubChem BioAssay by several laboratories.
